b-catenin transl: alters nuclear translocation of beta-catenin in HeLa cells. immunofluorescence imaging. actives 0.3% (n = 190,000). nuclear translocation activity, % at 5 µM. AID 1665;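 active = nuclear translocation activity above 50% at 5 µM, with a well cell count of 50 or more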;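 note: per-cell ratio of nuclear to cytoplasmic median beta-catenin stain intensity; plate controls were DMSO negative control for no effect and GSK-3 inhibitor IX positive control for full effect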
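assay system = human HeLa cells, endogenous beta-catenin | times = compound treatment 24 h, 37°C, 5% CO2 | detection = Anti-beta-catenin immunofluorescence on PFA-fixed, Triton-permeabilized cells, DAPI nuclei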
ER stress rescue: protection against thapsigargin-triggered cell killing – 384-well, CSM14.1, ATP luminescence, primary screen (AID 1222). CSM14.1 thapsigargin-induced death rescue, ATP luminescence; higher % means a stronger effect. cellular ATP content (survival), % at 20 µM; hits with a dose series show EC50 in µM. 190,000 tested, under 10 active;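 active = EC50 below 50 µM in the dose-response confirmation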;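 note: death triggered by thapsigargin at about 15 µM added after 2 h compound pretreatment; cell ATP read after overnight thapsigargin exposure of roughly 18 to 22 hours; normalized against plate controls of thapsigargin alone and 5% DMSO vehicle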
Insulin prom up: MIN6 insulin promoter up-regulation; z-score at 5 µM; actives 0.3% (n = 190,000); MIN6 insulin promoter-GFP reporter, high-content imaging; active compounds read high;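 active = z-score above 3 at 5 µM with at least 500 cells counted in the well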
K1F lysis inhibition: inhibition of K1F phage lysis, E. coli UTI89, bacterial capsule biogenesis inhibitors, alamar blue (AID 488966). actives 0.02% (n = 340,000). E. coli UTI89 K1F phage lysis, alamar blue, 2 h; higher % means a stronger effect. one-dose inhibition, % at 100 µM; IC50 in µM for titrated hits;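 active = phage lysis inhibition, versus mean bacterial control, above a set limit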;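 note: capsule biogenesis inhibitors block K1F phage lysis so surviving cells raise fluorescence; higher fluorescence means more inhibition of phage lysis; actives were called in the ten point dose series up to 300 µM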
Dynein transport: dynein cargo transport inhibition; 3617.4 mouse cells, GR-EGFP nuclear translocation imaging; test concentration mostly 20 µM; stimulated with dexamethasone, 1 µM; active compounds read low; z-score, hits read low; actives 0.47% (n = 220,000); AID 1381;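 active = plate z-score of nuclear minus cytoplasmic receptor signal below a set negative limit, without overly bright fluorescence or cell loss, cut at about -3.5 in these data, passing the limit was not always enough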;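 note: z-score of nuclear minus cytoplasmic ring GR-EGFP intensity difference per well; some compounds called inactive have numbers as strong as hits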
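Buffer or medium – tet-free medium with charcoal-stripped serum · Signal – automated 10x imaging of fixed Hoechst-stained cells · Also added – dexamethasone agonist, 1.0 µM final, for 30 min · Incubation – induction 48 h, compound 1 h, agonist 30 min · Read-out – GR-EGFP nuclear translocation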
M17LAP inhibition: P. falciparum M17LAP inhibitors, primary screen, biochemical, fluorogenic H-Leu-NHMec substrate, 1536-well (AID 1619); recombinant M17LAP, H-Leu-NHMec fluorogenic kinetic assay; higher % means a stronger effect; inhibition, % at 30 µM, or IC50 in µM where a hit was titrated; actives 0.38% (n = 220,000);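 active = compound inhibiting the enzyme by more than half at any dose during confirmatory dose-response retesting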;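 note: plate controls were full reaction with DMSO carrier for no effect and no enzyme background for full effect; strong numbers were not always called active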
M1AAP inhibition: P. falciparum M1AAP inhibitors, biochemical, fluorogenic H-Leu-NHMec substrate, 1536-well (AID 1445); recombinant M1AAP, H-Leu-NHMec fluorogenic kinetic assay; higher % means a stronger effect; inhibition, % at 30 µM, or IC50 in µM where a hit was titrated; actives 0.42% (n = 220,000);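 active = primary inhibition above the hit cutoff, then over 50% inhibition at one or more dose response concentrations, cut at about 23% in these data, passing the limit was not always enough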;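 note: plate controls were DMSO full reaction for no effect and no enzyme background for full effect; strong numbers were not always called active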
MT stabilize HCS: stabilizes microtubules in HeLa cells. HeLa tubulin immunostaining HCS, 24 h; share of cells brighter than vehicle mean+2SD. % tubulin-high responders, % at 10 µM. actives 0.83% (n = 200,000);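 active = plate Z-score above 3 for both tubulin-high and condensed-nucleus cell shares, with cell loss under 80%, at 10 µM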;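 note: anti alpha tubulin signal scored within the nucleus-defined area of each cell; some results filed as inactive read as strong as hits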
Autophagy HCS: alters autophagy in cells | calls only at 10 µM (by protocol) | actives 0.98% (n = 190,000) | AID 463193 | MEF GFP-LC3 puncta imaging; test concentration mostly 10 µM;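 active = percentage of spot-positive cells more than 3 SD above its plate mean, without a fluorescence outlier flag or 80% toxicity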;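 note: spot-positive cell cutoff set from DMSO-treated cells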
Dynein transport cytoplasmic EGFP: further read-out of Dynein transport, marked with its call; z-score; measured here: cytoplasmic GR-EGFP intensity; active compounds read high
Dynein transport nuclear GR-EGFP: further read-out of Dynein transport, marked with its call; z-score; measured here: nuclear GR-EGFP intensity;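 lower value marks the stronger effect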
Dynein transport cell count: further read-out of Dynein transport, marked with its call; z-score; measured here: cell count per field
Insulin prom up cell count: second read-out of Insulin prom up, no call of its own (marks repeat the call); cell count; measured here: cytotoxicity, nuclei count;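 total cells summed across four imaged fields per well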
b-catenin transl cell count 5 µM: further read-out of b-catenin transl, marked with its call; cell count; measured here: cell count, cytotoxicity flag
MT stabilize HCS Hoechst-high %: second read-out of MT stabilize HCS, no call of its own (marks repeat the call); % Hoechst-high responders; measured here: nuclear condensation Hoechst responders;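 share of cells brighter than vehicle mean plus two SD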
MT stabilize HCS cytotoxicity %: recorded beside MT stabilize HCS, whose call it bears; toxicity, %; measured here: cytotoxicity by cell density;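 0% = mean cell density of plate MIN control wells and 100% = no cells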
Autophagy HCS cell loss 18 h: also measured in Autophagy HCS; calls as there; toxicity, %; measured here: cell loss, nuclei count;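 cell loss after 18 h compound exposure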
* = called active by the depositor; i = inactive; · = not tested or not shown.

SMILES	b-catenin transl	b-catenin transl cell count 5 µM	ER stress rescue	Insulin prom up	Insulin prom up cell count	K1F lysis inhibition	Dynein transport	Dynein transport cytoplasmic EGFP	Dynein transport nuclear GR-EGFP	Dynein transport cell count	M17LAP inhibition	M1AAP inhibition	MT stabilize HCS	MT stabilize HCS Hoechst-high %	MT stabilize HCS cytotoxicity %	Autophagy HCS	Autophagy HCS cell loss 18 h
CCOC(=O)c1sc(C)c2c(=O)n(Cc3ccc(Cl)cc3)c(C)nc12	·	·	1.2%	·	·	-0.2%	0.61	-0.18	-0.52	0.54	16%	17%	1.8	1.6	4.9	i	5
CCCCCn1c(CCNC(=O)c2cccs2)nc2ccccc21	·	·	-3.0%	-0.21	1172	3.2%	-0.55	-0.26	-0.3	0.035	-4%	2%	2.0	2.1	11	i	-5
COCCn1c(=N)c(C(=O)NCCc2ccccc2)cc2c(=O)n3cccc(C)c3nc21	·	·	·	·	·	0.4%	-0.21	-0.096	0.1	-0.28	·	·	1.9	1.7	4.6	i	7
COc1cc(/C=N/NC(=O)COc2cc(C)cc(C)c2)ccc1OS(=O)(=O)c1ccc(C)cc1	6.6	831	-2.4%	-0.36	1431	-1.6%	0.32	-0.22	0.23	-0.055	-10%	0%	1.5	3.2	13	i	7
CCC(=O)NC(Cc1ccccc1)c1ccc2c(c1)OCCCO2 (stereo unspecified)	0.1	551	-2.9%	-0.43	1202	3.9%	2.3	-0.28	1.2	-1.3	1%	0%	4.2	1.5	2.2	i	-1
CCN(CC)Cc1cc(C(C)=O)ccc1OCC(C)C	-5.8	991	-0.5%	·	·	0.3%	-0.17	-0.23	0.22	0.41	-1%	14%	5.9	2.5	2.9	i	18
COc1ccc(N(CCC#N)C(=O)/C(C#N)=C/c2cccs2)cc1	-0.9	1134	1.8%	-0.14	1211	-0.1%	-0.16	-0.24	-0.17	0.17	2%	12%	4.0	3.4	2.7	i	-16
O=C(O)CSc1nc2c(c(=O)[nH]1)CCCC2	1.2	1368	-0.3%	0.69	1512	-0.3%	-0.064	-0.19	0.07	-0.26	-2%	17%	2.5	2.3	0.5	i	8
CCOC(=O)c1c(C)[nH]c(C(=O)COC(=O)CSCC(=O)N(CC)CC)c1C	-0.4	866	1.5%	-0.56	1212	-0.1%	-0.016	-0.19	-0.21	0.29	7%	-1%	1.0	0.5	2.6	i	3
CC(C)(CNC(=O)COc1ccccc1Cc1ccccc1)N1CCOCC1	1.3	1103	-7.0%	-0.31	1223	-0.9%	-0.44	-0.26	-0.075	0.048	-5%	1%	1.2	0.6	3.2	i	10

Complete entries, quoted from the list:
COc1cc(/C=N/NC(=O)COc2cc(C)cc(C)c2)ccc1OS(=O)(=O)c1ccc(C)cc1 is entered as b-catenin transl = 6.6; b-catenin transl cell count 5 µM = 831; ER stress rescue = -2.4%; Insulin prom up = -0.36; Insulin prom up cell count = 1431; K1F lysis inhibition = -1.6%; Dynein transport = 0.32; Dynein transport cytoplasmic EGFP = -0.22; Dynein transport nuclear GR-EGFP = 0.23; Dynein transport cell count = -0.055; M17LAP inhibition = -10%; M1AAP inhibition = 0%; MT stabilize HCS = 1.5; MT stabilize HCS Hoechst-high % = 3.2; MT stabilize HCS cytotoxicity % = 13; Autophagy HCS = i; Autophagy HCS cell loss 18 h = 7
O=C(O)CSc1nc2c(c(=O)[nH]1)CCCC2 is entered as b-catenin transl = 1.2; b-catenin transl cell count 5 µM = 1368; ER stress rescue = -0.3%; Insulin prom up = 0.69; Insulin prom up cell count = 1512; K1F lysis inhibition = -0.3%; Dynein transport = -0.064; Dynein transport cytoplasmic EGFP = -0.19; Dynein transport nuclear GR-EGFP = 0.07; Dynein transport cell count = -0.26; M17LAP inhibition = -2%; M1AAP inhibition = 17%; MT stabilize HCS = 2.5; MT stabilize HCS Hoechst-high % = 2.3; MT stabilize HCS cytotoxicity % = 0.5; Autophagy HCS = i; Autophagy HCS cell loss 18 h = 8

Next compounds:
SMILES	b-catenin transl	b-catenin transl cell count 5 µM	ER stress rescue	Insulin prom up	Insulin prom up cell count	K1F lysis inhibition	Dynein transport	Dynein transport cytoplasmic EGFP	Dynein transport nuclear GR-EGFP	Dynein transport cell count	M17LAP inhibition	M1AAP inhibition	MT stabilize HCS	MT stabilize HCS Hoechst-high %	MT stabilize HCS cytotoxicity %	Autophagy HCS	Autophagy HCS cell loss 18 h
CCN(CC)S(=O)(=O)c1cccc(NC(=O)COc2ccc(F)cc2Br)c1	2.5	492	-0.7%	·	·	0.0%	0.8	-0.32	0.26	0.11	1%	3%	2.6	1.4	4.6	i	2
CCNC(=O)C12CCC(C)(C(=O)O1)C2(C)C (stereo unspecified)	-0.6	1145	·	1.4	1293	0.3%	-0.2	-0.13	-0.082	0.25	-7%	1%	2.3	2.6	1.9	i	7
O=C1CC(N2C(=O)/C(=C/C=C/c3ccccc3)SC2=S)C(=O)N1c1ccccc1 (stereo unspecified)	0.9	966	1.0%	-0.22	1279	0.5%	-1.4	0.024	-0.56	0.11	6%	3%	2.1	2.3	4.8	i	8
O=C1C2CC=CCC2C(=O)N1c1ccc(N2CCN(c3ccccn3)CC2)c([N+](=O)[O-])c1 (stereo unspecified)	0.1	1080	-14%	-0.39	1322	0.1%	0.11	-0.33	0.096	0.68	7%	7%	4.7	2.7	3.5	i	-7
Cn1c(SCC(=O)NCCc2ccc(S(N)(=O)=O)cc2)nc2ccccc2c1=O	-0.7	984	0.8%	1.1	1180	0.2%	-0.27	-0.25	0.37	0.42	-1%	2%	2.9	2.6	5.6	i	0
CC1CC(C)(C)NC(=S)N1CCCC(=O)N1CCN(c2ccccc2F)CC1 (stereo unspecified)	3.4	979	0.0%	-0.53	1341	0.0%	-0.24	-0.23	0.17	0.39	-3%	7%	2.6	2.2	6.0	i	-3
CCCCNC(=O)NNc1nc(Cl)cc(C)c1C#N	-0.3	1082	·	0.26	1249	-0.8%	0.81	0.1	0.65	-0.45	1%	3%	1.2	1.1	0.2	i	10
Cc1cccc(Nc2nc(-c3ccccc3)c(C(=O)Nc3cccnc3)s2)c1	3.0	1094	-0.7%	0.2	1504	0.5%	-0.57	0.048	-0.5	-0.24	-9%	7%	3.5	3.2	7.4	i	7
CCOC(=O)CCC(=O)NNC(=O)COc1ccc(C(C)C)cc1Br	-2.7	1117	-1.7%	-0.08	1580	0.5%	-0.083	-0.27	0.16	0.15	2%	1%	2.9	2.2	7.7	i	-4
CCOC(=O)c1ccccc1NC(=O)CCNC(=O)Cn1cnc2ccccc2c1=O	0.3	1391	0.2%	0.27	1584	-0.8%	0.44	0.25	0.65	-0.26	-5%	6%	5.4	2.4	6.3	i	2
CCCCNC(=O)c1cccc(NC(=O)C(=O)c2ccccc2NC(C)=O)c1	-2.3	1086	0.1%	0.53	1471	4.7%	2.6	-0.054	2.7	-1.7	14%	5%	1.7	1.7	2.5	i	17
Cc1ccc(S(=O)(=O)c2cnc(-c3ccccc3)nc2Oc2ccccc2)cc1	-5.1	997	-1.2%	0.77	1256	·	0.87	0.42	1.3	-2	4%	0%	8.3	1.2	11	i	-10
COC(=O)c1sc(S(=O)(=O)N2CCCCC2C(=O)O)c(C(=O)OC)c1C (stereo unspecified)	-3.4	1237	4.5%	0.31	994	-1.4%	-0.077	-0.27	-0.037	0.58	3%	4%	3.1	3.0	0.7	i	1
CN(c1ccccc1)S(=O)(=O)c1ccc(NC(=S)Nc2ccccc2)cc1	0.2	1304	-3.2%	-0.42	1523	i	-0.42	-0.097	-0.41	0.28	0%	-3%	1.3	1.3	6.8	i	2
CCOC(=O)C1CCN(c2c(C(=O)c3ccccc3)cnc3ccc(Cl)cc23)CC1	-2.4	1058	0.9%	·	·	6.6%	-0.22	-0.29	0.15	0.65	1%	0%	8.5	0.9	7.8	i	1
COP(C)(=O)c1c(C)nn(-c2ccccc2)c1C (stereo unspecified)	·	·	·	-0.11	929	0.3%	-0.29	-0.17	0.24	-0.81	3%	0%	2.0	0.5	49	i	2
CCNC(=O)c1c(NC(=O)c2cc(-c3cc(C)ccc3O)n[nH]2)sc2c1CCCC2	0.0	943	-2.8%	-0.22	1101	0.9%	0.87	0.032	1.2	-1.4	10%	9%	1.2	2.7	11	i	0
Cc1ccc(SC2=C(Sc3ccc(C)cc3)C(=O)c3ccccc3C2=O)cc1	-1.0	1360	·	2	1054	0.2%	-1.3	-0.021	-0.68	0.36	8%	5%	·	·	·	·	·
CCOCC(=O)Nc1c(C)n(C)n(-c2ccccc2)c1=O	-0.7	993	-0.1%	0.46	1469	·	-1.4	-0.35	-0.63	2.4	4%	-4%	2.5	1.9	9.7	i	8
Cc1ccc(SCC(=O)NNC(=O)C2CCCCC2)cc1	0.2	1249	-1.1%	-0.09	1603	5.5%	-0.36	-0.15	-0.3	0.46	41%	7%	0.5	1.5	5.5	i	-3
CC(C)(C)CN1C(N)=NC[C@@H]1Cc1ccc(O)cc1	-0.9	1176	·	0.33	1095	1.2%	0.012	-0.77	0.06	-0.041	-7%	3%	·	·	·	·	·
Cc1ccc(NNC(=O)c2cc(C(C)(C)C)nn2Cc2ccccc2)cc1	7.1	1195	·	·	·	0.8%	1.2	-0.25	0.26	-0.5	8%	4%	·	·	·	·	·
O=C(Cn1cnc2c(cnn2-c2ccc(F)cc2)c1=O)NCC1CCCO1 (stereo unspecified)	-1.2	1302	-3.2%	-0.42	1553	0.4%	-0.44	-0.3	0.0061	-0.025	11%	-2%	4.4	2.1	2.2	i	14
CC(C)CNC(=O)c1c(F)c(F)c(F)c(F)c1F	-0.8	907	-2.1%	0.09	1479	0.0%	0.066	-0.3	0.27	0.45	-2%	-4%	2.6	1.9	9.0	i	6
